Assay outcomes from PubChem.
FXIIa inh – blocks human coagulation factor XIIa protease activity; purified FXIIa, Boc-QGR-AMC fluorogenic substrate, 2 h; actives 0.3% (n = 220,000); P00748; inhibition, % at 5 µM; in the data active means inhibition above about 40%;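 further: 0% = enzyme with no compound and 100% = blank without enzyme; many of its hits are not listed in these tables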
Runt-CBFb FRET – Runt domain-CBFb interaction inhibition. Cerulean-Runt/Venus-CBFb FRET ratio 530/480, 1 h. inhibition, % at 20 µM. actives 0.46% (n = 220,000). AID 1496;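 active means inhibition over about 50% at 20 µM in the single-dose screen, limit read from the data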;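 further: 0% = DMSO wells and 100% = excess unlabeled CBFb competitor control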
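Measured by: fluorescence energy transfer, 422 nm excitation, 530/480 nm emission; Assay system: Cerulean-Runt domain; Medium: Tris pH 7.5 buffer with BSA; Measure: loss of energy transfer signal; Controls: 5 µM unlabeled CBFb as full-inhibition high control; Incubation: protein complex preformed 1 h, compound exposure 1 h, room temperature, dark.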
Runt-SMMHC FRET – inhibitors of human RUNX1 Runt domain binding to CBFb-SMMHC | AID 1434 | actives 0.74% (n = 220,000) | inhibition, % at 20 µM | Cerulean-Runt/Venus-CBFb-SMMHC FRET ratio 530/480, 1 h;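 active means mean inhibition across duplicate retests at 20 µM reaching about 50%, limit read from the data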;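 further: 0% = DMSO wells and 100% = wells with excess untagged CBFb-SMMHC; inhibitors lower the FRET ratio by blocking Runt binding to CBFb-SMMHC; some results filed as inactive read as strong as hits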
14-3-3 Bad PPI – disrupts binding of bovine 14-3-3 zeta to phospho-Bad peptide. inhibition, % at 21.7 µM. AID 781. actives 0.71% (n = 220,000). TR-FRET 14-3-3zeta/Dy647-pBad peptide displacement, 1 h;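 active means inhibition above about 70%, limit read from the data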;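 further: 0% = full 14-3-3 plus peptide FRET controls and 100% = background without 14-3-3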
Target sequence (P63103 whole entry, looked up): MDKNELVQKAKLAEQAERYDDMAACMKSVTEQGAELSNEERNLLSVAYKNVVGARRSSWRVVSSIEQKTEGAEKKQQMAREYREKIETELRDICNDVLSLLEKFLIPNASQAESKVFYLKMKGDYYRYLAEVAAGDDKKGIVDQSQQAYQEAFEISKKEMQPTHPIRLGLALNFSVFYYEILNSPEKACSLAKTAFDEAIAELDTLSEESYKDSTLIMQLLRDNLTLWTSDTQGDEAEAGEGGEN
FXIa inh – factor XIa (human) inhibition; purified FXIa, Boc-Glu-Ala-Arg-AMC fluorogenic substrate; inhibition, % at 5 µM; P03951; actives 0.14% (n = 220,000);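 active means inhibition of at least 40%; inactive means inhibition below 40%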;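 further: fluorescence of freed AMC excited at 355 nm; 0% = enzyme without compound and 100% = no enzyme blank; many of its hits are not listed in these tables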
thrombin 1536 – blocks human thrombin protease activity; P00734; inhibition, % at 5 µM; AID 1046; actives 0.26% (n = 220,000); alpha-thrombin, Boc-VPR-AMC fluorogenic substrate cleavage;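 active means inhibition at or above 40%; inactive means inhibition below 40%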;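 further: 0% = enzyme with no compound and 100% = wells without enzyme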
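System: human alpha-thrombin protein; Compound dosing: one concentration per compound, 5 µM, with 0.2% DMSO; Timing: reaction at room temperature; Technique: AMC fluorescence, 355/460 nm; Controls: enzyme without compound as high, wells lacking enzyme as low.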
Hck-Nef inh – human Hck-Nef kinase inhibition | Recombinant Hck-YEEI plus Nef, Z-Lyte FRET kinase assay | inhibition, % at 20 µM | AID 463187 | actives 0.68% (n = 220,000) | P08631;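 active means Hck-Nef kinase inhibition above about 50%, limit read from the data; inactive means inhibition below that limit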;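 further: 0% = DMSO with Hck plus Nef and 100% = Hck alone without Nef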
Target sequence (P08631 whole entry, looked up): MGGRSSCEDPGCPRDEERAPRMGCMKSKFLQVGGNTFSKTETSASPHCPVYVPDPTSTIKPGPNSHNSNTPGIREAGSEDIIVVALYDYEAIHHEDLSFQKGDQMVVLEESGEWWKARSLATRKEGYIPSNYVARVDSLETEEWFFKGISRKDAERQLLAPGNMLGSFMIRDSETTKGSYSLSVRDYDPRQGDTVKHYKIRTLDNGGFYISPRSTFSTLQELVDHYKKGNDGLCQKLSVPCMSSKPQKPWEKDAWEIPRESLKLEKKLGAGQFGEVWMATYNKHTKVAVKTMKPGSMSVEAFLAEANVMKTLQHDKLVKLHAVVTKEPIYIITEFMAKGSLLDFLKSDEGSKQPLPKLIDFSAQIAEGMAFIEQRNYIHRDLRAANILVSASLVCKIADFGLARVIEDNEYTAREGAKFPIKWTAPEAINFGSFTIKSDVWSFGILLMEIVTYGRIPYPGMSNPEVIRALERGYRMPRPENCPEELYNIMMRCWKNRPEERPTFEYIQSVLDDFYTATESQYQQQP
Wee1 stabilizer – blocks degradation of human Wee1 kinase; P30291; HeLa Luc-Wee1K328M stability, luciferase luminescence; 100% = proteasome inhibitor MG132 effect; reporter increase, % at 5 µM; actives 1.2% (n = 220,000); AID 1321;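 active means activation above the mean of all tested compounds plus 3 SD, set per screening run, cut at about 8.8% in these data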;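 further: cells exposed to compound for 20 h before luminescence read; 0% = DMSO alone and 100% = MG132 at 30 µM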
KLK5 inh – inhibitors of human kallikrein 5. actives 0.59% (n = 210,000). Q9Y337. inhibition, % at 5 µM. recombinant hK5, fluorogenic AMC substrate cleavage;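 active means inhibition of 40% or more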;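 further: 0% = enzyme controls without compound and 100% = no-enzyme blanks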
Target sequence (Q9Y337 67-293 limits assumed): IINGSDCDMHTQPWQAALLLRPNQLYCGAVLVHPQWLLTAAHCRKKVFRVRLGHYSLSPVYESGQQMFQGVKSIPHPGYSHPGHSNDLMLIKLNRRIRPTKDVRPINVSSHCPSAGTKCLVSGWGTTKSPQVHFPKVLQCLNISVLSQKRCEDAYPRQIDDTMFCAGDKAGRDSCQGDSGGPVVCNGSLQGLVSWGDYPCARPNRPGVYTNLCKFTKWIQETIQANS
Active calls of the source: *; x = not tested or not shown; [ ] = remark or other dose.

Sequence of screens – FXIIa inh, Runt-CBFb FRET, Runt-SMMHC FRET, 14-3-3 Bad PPI, FXIa inh, thrombin 1536, Hck-Nef inh, Wee1 stabilizer, KLK5 inh
CC(C)N(c1ccccc1)c1ccc(NC(=O)C2CCCO2)cc1 (stereo not drawn)
    11, -1, -1, -3, -3, 7, -2, -3, -3
CC1CN(C(=O)C(C)N2CCN(c3cccc(Cl)c3)CC2)CC(C)O1 (stereo not drawn)
    3, -2, -2, -10, -1, -5, 4, 0, -6
COc1cc(CC(NC(C)=O)C(=O)NC2CCN(c3nc(C)cc(C)c3C#N)CC2)cc(OC)c1 (stereo not drawn)
    -4, -1, -2, 14, 1, -21, -5, -2, -2
S=C(N/N=C/c1ccccc1Cl)Nc1cccc(Cl)c1Cl
    3, 3, -1, -5, -5, -5, 18, 1, 0
C=CCNC(=O)c1ccc2c(c1)nnn2C
    24, -1, -1, 3, 18, -5, 3, 1, 1
Cc1cc(N/C(=N/S(=O)(=O)c2cc(F)ccc2F)c2ccccc2)n(-c2ccccc2)n1
    6, -2, 0, -2, -1, -10, 21, 0, 2
COc1ccccc1N1CSC2=C(C#N)C(c3ccc(SC)cc3)CC(=O)N2C1 (stereo not drawn)
    13, 19, 40, -8, 14, 12, 4, -2, -27
Cc1ccc(S(=O)(=O)Nc2cc(C(=O)NCCN3CCCC3)ccc2N2CCCCC2)cc1
    24, 0, -1, 6, 2, 20, -1, -2, 18
CCOC(=O)N1CCN(CC(O)COC(CC)c2ccccc2)CC1 (stereo not drawn)
    13, -1, 3, 24[fluorescence artefact?], -1, -4, 2, 0, 2
CCOc1ccc(NC(=S)NC(=O)/C=C/c2ccc(OC)c(OC)c2)c([N+](=O)[O-])c1
    8, 0, 0, 2, -2, -2, 7, 1, 1
COc1cccc(OC)c1CN(C)C(=O)c1cnccc1C(F)(F)F
    6, -2, 0, 0, 1, -2, 13, -1, -3
Cn1c(=O)c2cn(-c3ccccc3)cc2n(C)c1=O
    5, -1, -1, 3, 6, 2, 0, 0, 11
CCOC(=O)c1c(-c2ccc(C)o2)csc1NC(=O)CN(C)CC(=O)Nc1ccc(C)cc1
    6, -10, 11, -23[fluorescence artefact?], 5, -5, 7, 1, -30
COc1ccc(NC(=O)C2CCCN2C(=O)Nc2cccc(F)c2)cc1 (stereo not drawn)
    6, -2, -1, -5, -1, 0, 16, 4, 3
Cc1nc2c(C(=O)NCCc3ccccc3Cl)c[nH]n2c(=O)c1Cl
    7, -3, -9, 22[fluorescence artefact?], 2, -5, 10, -1, -15
CN1C(=O)SC(Nc2cccc3ccccc23)C1=O (stereo not drawn)
    6, -3, 1, -8, 4, -1, 7, -1, -8
COC(=O)Sc1nc(N2CCOCC2)c2c(c1C#N)CC(C)(C)OC2
    0, 4, -1, 5, -10, -8, 0, 0, -26
COc1ccc(-c2nc3n(c(=O)c2C#N)CCS3)cc1
    8, 1, 1, -20, -13, -2, 27, 0, 18
COc1ccccc1CN1CCNC(=O)C1CC(=O)NCCc1cnccn1 (stereo not drawn)
    6, 0, -4, 36, 0, 0, 9, -1, 14
CCOc1ccccc1N1CCN(C(=O)c2c(C)noc2C)CC1
    -4, 0, -2, -3, -7, -6, 0, -2, 10

Further structures
Sequence of screens – FXIIa inh, Runt-CBFb FRET, Runt-SMMHC FRET, 14-3-3 Bad PPI, FXIa inh, thrombin 1536, Hck-Nef inh, Wee1 stabilizer, KLK5 inh
CCCc1cc(C(=O)Nc2cc(Br)ccc2O)no1
    19, 2, 5, 4, 8, -2, -4, 3, -2
COc1cc(OC)c(-c2nc3ccccc3s2)cc1OC
    0, 0, -5, 8, -8, -18, 19, 1, -5
O=C1c2cccc3c(N4CCCCC4)ccc(c23)C(=O)N1c1ccccn1
    7, -300, -461, -6[fluorescence artefact?], 6, -1, -5, 0, 1
S=C(NNc1ccnc2cc(Cl)ccc12)Nc1ccccc1Cl
    5, 2, 0, -16[fluorescence artefact?], -2, -3, 5, 1, -31
CC(=O)c1c(C)[nH]c(C(=O)CSc2nc3ccccc3n2C)c1C
    4, -3, -2, 1, -4, -6, 0, 0, -7
Nc1nc(CN2CCN(c3ccccc3)CC2)nc(N2CCCc3ccccc32)n1
    2, 0, -3, 5[fluorescence artefact?], 0, 3, 0, 0, -11
Cn1cc2cc(NC(N)=S)ccc2n1
    6, 1, 3, -23, 0, 3, 12, -3, -1
O=C(c1cc2ccccc2oc1=O)N(Cc1ccccc1)CC1CCCO1 (stereo not drawn)
    11, 0, 4, 4, 5, 4, -4, 2, -9
O=C(CO/N=C/c1ccccc1)Nc1c(F)c(F)c(F)c(F)c1F
    4, -2, 3, -6, -2, -29, 14, -1, -4
Cc1ccc(CNC(=O)CN2C(=O)C3(OCCCO3)c3ccccc32)cc1
    16, -2, 0, 4, 6, 3, 0, -3, -10
COc1cccc(NC(=O)CSc2nnc(-c3cccc(OC(C)C)c3)n2N)c1
    8, -1, 1, -9[fluorescence artefact?], 5, 11, 3, 2, -13
CCCCC(=O)Nc1ccc(C(=O)NCCc2ccccc2)cc1
    6, 1, 5, 0, 0, -9, 2, 2, -8
Cc1ccccc1C(=O)Nc1nnc(CC(=O)N/N=C/c2cn(Cc3ccccc3)c3ccccc23)s1
    1, 0, -5, 6, -3, -7, 49, 3, -3
CCN=C1SC(C(=O)Nc2cccc(Cl)c2)CC(=O)N1CC (stereo not drawn)
    -4, 0, -3, 11, -6, -10, 23, -4, -3
O=C(COC(=O)c1c2c(nc3ccccc13)CCCCC2)NCc1ccc2c(c1)OCO2
    3, -2, 0, -9[fluorescence artefact?], 1, -3, 4, -2, -6
C=CCn1c(SCc2nc3ccccc3[nH]2)nnc1-c1ccc(OC)cc1
    -1, 0, -2, -5, -6, -3, 1, 5, -10
O=C(CCl)c1ccc(Cc2ncc(C(F)(F)F)cc2Cl)s1
    15, -2, -3, 3, 4, 2, 0, -1, -2
COc1ccc(-c2nc(SCC(=O)Nc3cc(C)on3)n[nH]2)cc1
    16, 1, -1, -6, -4, 5, 3, -3, -11
CCCn1c(NCc2ccccc2NS(=O)(=O)c2ccc(C)cc2)nc2ccccc21
    13, 5, 0, -8, 0, -7, 2, -3, -21
CN(CC(=O)Nc1ccc(F)c(F)c1)S(=O)(=O)c1cccc2nsnc12
    5, 1, 6, 3, -5, -6, 1, 1, -3

New compounds follow.
Sequence of screens – FXIIa inh, Runt-CBFb FRET, Runt-SMMHC FRET, 14-3-3 Bad PPI, FXIa inh, thrombin 1536, Hck-Nef inh, Wee1 stabilizer, KLK5 inh
O=C(/C=C/c1ccccc1[N+](=O)[O-])N1CCN(C(=O)c2ccco2)CC1
    12, -32, -1, -8, 3, -2, 2, 7, 0
C=CCn1c(SCC(=O)/C(C#N)=C(\C)N)nc2sc(CC)cc2c1=O
    12, x, 1, -8, 4, 1, 3, 0, 5
COc1nc(-c2ccccc2)ccc1-c1noc(COc2ccccc2)n1
    9, 0, 2, 82*, 8, -4, 5, -1, -14
CC(=O)c1c(C)oc2ccc(O)c(CN3CCOCC3)c12
    2, 1, -1, 55, -2, 0, 5, -1, -5
O=C(CCn1nnc(-c2cccs2)n1)NCc1ccccc1Cl
    13, 0, -4, 3, 1, -6, -1, 2, -11
CC(C)OCC(O)CS(=O)(=O)Cc1ccccc1 (stereo not drawn)
    11, 2, 1, 11, 1, 0, -2, 2, 3
CCOC(=O)C1CCCCN1Cc1ccc(F)cc1 (stereo not drawn)
    14, 2, -4, 63[fluorescence artefact?], 0, 3, 0, -1, -13
O=C1CC(c2ccc(S(=O)(=O)NCc3ccccc3)cc2)CN1 (stereo not drawn)
    11, -2, 2, 0, 10, 0, 2, -3, 2

Gathered by group: those above with a halogen (14)
Sequence of screens – FXIIa inh, Runt-CBFb FRET, Runt-SMMHC FRET, 14-3-3 Bad PPI, FXIa inh, thrombin 1536, Hck-Nef inh, Wee1 stabilizer, KLK5 inh
CC1CN(C(=O)C(C)N2CCN(c3cccc(Cl)c3)CC2)CC(C)O1 (stereo not drawn)
    3, -2, -2, -10, -1, -5, 4, 0, -6
S=C(N/N=C/c1ccccc1Cl)Nc1cccc(Cl)c1Cl
    3, 3, -1, -5, -5, -5, 18, 1, 0
Cc1cc(N/C(=N/S(=O)(=O)c2cc(F)ccc2F)c2ccccc2)n(-c2ccccc2)n1
    6, -2, 0, -2, -1, -10, 21, 0, 2
COc1cccc(OC)c1CN(C)C(=O)c1cnccc1C(F)(F)F
    6, -2, 0, 0, 1, -2, 13, -1, -3
COc1ccc(NC(=O)C2CCCN2C(=O)Nc2cccc(F)c2)cc1 (stereo not drawn)
    6, -2, -1, -5, -1, 0, 16, 4, 3
Cc1nc2c(C(=O)NCCc3ccccc3Cl)c[nH]n2c(=O)c1Cl
    7, -3, -9, 22[fluorescence artefact?], 2, -5, 10, -1, -15
CCCc1cc(C(=O)Nc2cc(Br)ccc2O)no1
    19, 2, 5, 4, 8, -2, -4, 3, -2
S=C(NNc1ccnc2cc(Cl)ccc12)Nc1ccccc1Cl
    5, 2, 0, -16[fluorescence artefact?], -2, -3, 5, 1, -31
O=C(CO/N=C/c1ccccc1)Nc1c(F)c(F)c(F)c(F)c1F
    4, -2, 3, -6, -2, -29, 14, -1, -4
CCN=C1SC(C(=O)Nc2cccc(Cl)c2)CC(=O)N1CC (stereo not drawn)
    -4, 0, -3, 11, -6, -10, 23, -4, -3
O=C(CCl)c1ccc(Cc2ncc(C(F)(F)F)cc2Cl)s1
    15, -2, -3, 3, 4, 2, 0, -1, -2
CN(CC(=O)Nc1ccc(F)c(F)c1)S(=O)(=O)c1cccc2nsnc12
    5, 1, 6, 3, -5, -6, 1, 1, -3
O=C(CCn1nnc(-c2cccs2)n1)NCc1ccccc1Cl
    13, 0, -4, 3, 1, -6, -1, 2, -11
CCOC(=O)C1CCCCN1Cc1ccc(F)cc1 (stereo not drawn)
    14, 2, -4, 63[fluorescence artefact?], 0, 3, 0, -1, -13
